Mcl-1 Bim block – inhibitors of Bim-Mcl-1 interaction, human; Bead-based flow cytometry, Bim peptide-Mcl-1 binding; inhibition, % at 10 µM; hit rate 0.1% among 190,000; AID 1009;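 further: 0% = no compound tracer wells and 100% = peptide blocker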
RGS4-Gao reg – human RGS4-Galphao interaction regulation | P09471 | Multiplexed bead flow cytometry, RGS4-Galphao binding; actives lie on both sides | binding response (% of control), % at 10 µM | hit rate 0.33% among 220,000 | AID 1415; in the data active means binding response below about 49% or above about 150%; inactive means in between;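 further: fluorescent Galphao activated with aluminum fluoride binding bead-coupled RGS4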
Target sequence (P09471 whole entry, looked up): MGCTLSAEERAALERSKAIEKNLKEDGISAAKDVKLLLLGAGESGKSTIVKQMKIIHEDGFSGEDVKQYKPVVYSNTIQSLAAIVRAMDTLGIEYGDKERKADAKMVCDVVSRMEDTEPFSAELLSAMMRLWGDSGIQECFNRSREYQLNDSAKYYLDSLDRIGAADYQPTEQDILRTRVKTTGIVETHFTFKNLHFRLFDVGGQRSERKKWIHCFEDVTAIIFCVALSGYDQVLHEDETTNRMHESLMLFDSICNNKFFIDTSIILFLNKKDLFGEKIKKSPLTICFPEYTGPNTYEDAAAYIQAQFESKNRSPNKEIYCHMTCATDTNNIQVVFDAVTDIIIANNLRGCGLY
RGS8-Gao – regulators of human RGS8-Galphao interaction; response (percent of control binding), % at 10 µM; P09471; multiplexed bead flow cytometry, RGS8-Galphao binding; actives lie on both sides; hit rate 0.34% among 220,000; in the data active means response below about 60% or above about 140%; inactive means in between;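 further: Galphao activated as the GDP aluminium fluoride complex binding bead-coupled RGS8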
ABCB1 block – blocks JC-1 efflux by human ABCB1 transporter; P08183; CCRF-Adr cells, flow cytometry; inhibition, % at 6.6 µM; hit rate 0.067% among 190,000; in the data active means inhibition above about 40%;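 further: 0% = vehicle and 100% = reference inhibitor; higher value means more JC-1 retained so stronger ABCB1 efflux block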
Bim-Bcl-2 – human Bim-Bcl-2 interaction inhibition | Bead-based flow cytometry, Bim peptide-Bcl-2 binding | AID 950 | hit rate 0.06% among 190,000 | inhibition, % at 10 µM; in the data active means inhibition above about 40%; inconclusive means no clear call, values can overlap the other calls;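 further: 0% = no compound wells with probe peptide and 100% = reference peptide inhibitor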
Target sequence (P10415 whole entry, looked up): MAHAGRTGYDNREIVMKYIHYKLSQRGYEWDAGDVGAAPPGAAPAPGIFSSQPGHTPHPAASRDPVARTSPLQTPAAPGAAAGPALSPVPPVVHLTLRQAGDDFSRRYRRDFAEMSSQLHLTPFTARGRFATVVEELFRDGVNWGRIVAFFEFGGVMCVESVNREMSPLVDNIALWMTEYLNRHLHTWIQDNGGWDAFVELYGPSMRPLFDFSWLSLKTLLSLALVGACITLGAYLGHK
Bcl-XL Bim block – human Bim-Bcl-XL interaction inhibition. inhibition, % at 10 µM. hit rate 0.04% among 190,000. Bim peptide-Bcl-XL binding, bead flow cytometry, fluorescence. Q07817
Target sequence (Q07817 whole entry, looked up): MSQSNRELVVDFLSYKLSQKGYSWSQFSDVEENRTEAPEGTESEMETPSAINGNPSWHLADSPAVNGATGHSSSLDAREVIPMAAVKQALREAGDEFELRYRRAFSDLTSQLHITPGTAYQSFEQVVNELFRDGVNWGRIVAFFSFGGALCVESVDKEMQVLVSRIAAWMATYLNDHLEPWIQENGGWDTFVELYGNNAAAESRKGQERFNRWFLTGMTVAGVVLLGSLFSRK
Bcl-B Bim block – inhibitors of Bim-Bcl-B interaction, human; AID 951; bead-based flow cytometry, Bim peptide-Bcl-B binding; inhibition, % at 10 µM; hit rate 0.073% among 190,000;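 further: 0% = tracer peptide without compound and 100% = reference inhibitor peptide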
Bim-Bfl-1 – inhibitors of Bim-Bfl-1 interaction, human; Bead-based flow cytometry, Bim-Bfl-1 binding inhibition; inhibition, % at 10 µM; hit rate 0.12% among 190,000; AID 1008;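 further: 0% = wells without compound plus tracer and 100% = blocker peptide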
ABCG2 inh – human ABCG2 inhibition, ABCB1 as counter-screen; inhibition, % at 6.6 µM; Q9UNQ0; IgMXP3 cells, JC-1 efflux, flow cytometry; hit rate 0.1% among 190,000;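 active means inhibition above 80%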;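 further: 0% = DMSO and 100% = nicardipine control wells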
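Test system: IgMXP3 (ABCG2) plus far-red-tagged CCRF-Adr (ABCB1) cells / Amount: 3 million cells/mL in well / Reagent: JC-1 transporter substrate / Timing: 10 min compound exposure, 25 °C / Signal: flow cytometry, 530 nm JC-1 signal / Read-out: percent efflux inhibition, scaled nicardipine 100% to DMSO 0% / Benchmarks: nicardipine as high control, DMSO as low control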
Bcl-W Bim block – human Bim-Bcl-W interaction inhibition; Q92843; inhibition, % at 10 µM; bead-based flow cytometry, Bim peptide-Bcl-W binding; hit rate 0.02% among 190,000; AID 952;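 further: 0% = bound tracer without compound and 100% = peptide blocker; higher means less fluorescent Bim peptide bound to Bcl-W beads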
Target sequence (Q92843 whole entry, looked up): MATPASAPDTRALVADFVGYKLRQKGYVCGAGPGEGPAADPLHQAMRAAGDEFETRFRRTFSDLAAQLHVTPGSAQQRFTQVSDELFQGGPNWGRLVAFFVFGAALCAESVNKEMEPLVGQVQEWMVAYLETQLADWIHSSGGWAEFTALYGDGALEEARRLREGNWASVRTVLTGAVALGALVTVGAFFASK
RGS7-Gao – modulates binding of RGS7 to human Galphao. hit rate 0.35% among 220,000. Multiplexed bead flow cytometry; actives lie on both sides. P09471. AID 1439. binding response (% of control), % at 10 µM; in the data active means binding response below about 49% or above about 150%; inconclusive means no clear call, values can overlap the other calls; inactive means in between;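 further: fluorescent Galphao held in activated GDP-AlF4 state binding bead-coupled RGS7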
* = called active by the depositor; ? = inconclusive; . = not tested or not shown. Unless noted, no stated cut-off is given here; in the data, active means inhibition above about 40%.

SMILES	Mcl-1 Bim block	RGS4-Gao reg	RGS8-Gao	ABCB1 block	Bim-Bcl-2	Bcl-XL Bim block	Bcl-B Bim block	Bim-Bfl-1	ABCG2 inh	Bcl-W Bim block	RGS7-Gao
Cc1cc2c(N=NC(=O)CCc3ccccc3)c(O)[nH]c2cc1Br	-3	96	99	-0.9	0	-5	-6	0	-1	-5	97
COc1ccc(Nc2nc(C)c3ccccc3n2)cc1	-2	99	91	0.2	-2	1	-2	0	1	2	101
COc1ccc(C(=O)Nc2ccnc(-c3cccnc3)n2)cc1	0	103	101	0.7	0	0	-1	-6	13	2	104
CC(C)NC(=O)CN(c1cccc([N+](=O)[O-])c1)S(=O)(=O)c1ccccc1	4	99	99	0.7	6	5	0	0	2	3	97
CCOC(=O)c1cccc(NC(=O)CCS(=O)(=O)c2cccs2)c1	0	99	96	0.5	-8	-3	-9	-10	30	1	98
Cc1ccc(S(=O)(=O)Nc2nc3ccc(S(C)(=O)=O)cc3s2)cc1	0	99	102	0.7	-7	-5	-6	-13	4	-1	96
O=C(COC(=O)c1ccc(NS(=O)(=O)c2cccs2)cc1O)Nc1nc2ccccc2s1	1	100	102	-1.7	-1	0	-3	-5	-3	3	97
O=C(CN1C(=O)CCS(=O)(=O)c2ccccc21)NCc1ccc(F)cc1	-7	91	94	-0.7	-1	-9	-6	-4	-4	-5	102
COc1cc(NC(=O)c2ccc(OC)c([N+](=O)[O-])c2)ccc1NC(=O)c1cccs1	1	94	97	-0.7	6	2	2	7	2	2	94
Cc1sc2nc(C3CC3)nc(N3CCN(S(=O)(=O)c4ccc(F)cc4)CC3)c2c1C	1	96	99	4.3	-2	-5	-8	-14	2	0	95
O=C(c1ccco1)N1CCCN(Cc2cn[nH]c2-c2ccc(-c3ccccc3)cc2)CC1	-2	102	103	1.5	-4	-1	-4	-4	10	0	101
Cc1ccccc1Nc1nc(N)nc(CSc2nnnn2-c2ccccc2)n1	-4	94	97	1.6	-13	-6	-9	-17	8	-1	94
C=CCn1c(O)c(C(CC)=NCCN2CCOCC2)c(=O)[nH]c1=O	-1	106	108	1.8	-2	-8	-4	-7	17	0	101
Cc1ccc(S(=O)(=O)N2CCC(C)CC2)cc1[N+](=O)[O-]	0	106	104	1.0	-1	0	-4	-6	8	-2	108
O=C(CNC(c1ccccc1)c1ccccc1)Nc1ccc(F)cc1	-1	100	101	-0.3	-5	-6	-8	-5	-4	-4	105
CCc1ccccc1NC(=O)CN(C)C(=O)Cn1cc(C(F)(F)F)cc(Cl)c1=O	-2	102	106	0.0	0	0	0	2	-1	-1	104
Cc1c(NC(=O)c2cccs2)cccc1[N+](=O)[O-]	-2	97	100	0.0	-9	-5	-8	-6	15	0	98
COc1cc(NC(=O)CSc2ncnc3c2cnn3Cc2ccccc2)cc(OC)c1	-3	104	104	0.3	-12	-1	-6	-11	1	-1	103
COc1ccc(C2=NN(C(=O)COc3ncnc4ccccc34)C(c3ccco3)C2)cc1 (stereo not drawn)	-2	97	98	0.3	-3	-1	-2	-6	0	1	94
CC(=O)c1ccc(NC(=S)N2CCN(c3cccc(Cl)c3)CC2)cc1	3	100	101	0.0	1	-1	-6	0	5	0	99
COc1cccc(/C=C/C(=O)Nc2ccc3c(c2)OCCO3)c1OC	1	103	104	0.1	3	1	-1	-4	0	3	102
CC(/C=N/NC(=O)CSc1ccccn1)=C\c1ccc(C(C)C)cc1	-4	96	90	0.3	1	-3	-5	-2	1	-3	96
Cc1ccc(C(=O)Nc2c(C#N)c(C)c(C)n2Cc2ccccc2)cc1	-1	98	101	0.8	2	0	0	0	7	0	100
CCOCCCNC(=O)C(c1ccc(Cl)cc1)N(Cc1ccc2c(c1)OCO2)C(=O)CNC(C)=O (stereo not drawn)	-2	103	102	0.4	-1	-2	-6	-6	2	-4	?
CCOC(=O)c1ccc(NC(=O)c2cccc(C)c2[N+](=O)[O-])cc1	-1	92	94	-0.1	-4	-4	-3	-4	16	-1	95
Cc1ccc(NC(=O)c2ccccc2NC(=O)CCC(=O)O)cc1	-3	91	98	0.0	0	-7	-6	0	4	-5	92
O=C1NC(=O)/C(=C\c2ccc(Cl)nc2)S1	-1	96	100	0.2	-6	-3	-5	-11	4	-1	93
O=C(OCc1csc(-c2ccccc2)n1)c1ccccc1O	0	98	101	0.9	-4	-1	-2	-7	15	0	?
COc1cccc(CN2CCNC(=O)C2CC(=O)N(C)CCc2ccccn2)c1OC (stereo not drawn)	-1	100	101	-0.1	-2	-5	-2	-8	0	-3	97
Cc1ccc(NC(=S)NNC(=O)c2cn(C)nc2C)cc1	-6	104	102	0.8	-10	-5	-17	-9	5	-1	106
O=C(O)[C@@H](c1ccccc1)N1Cc2ccccc2C1=O	0	100	102	0.8	-6	-2	-3	-8	3	3	103
CN(Cc1ccccn1)Cc1nc(Cc2ccccc2Cl)no1	-2	94	100	0.4	-4	-2	-2	-8	1	0	92
Cn1c(=O)c2c(nc(NCCOc3ccc(C(C)(C)C)cc3)n2C)n(C)c1=O	-7	105	101	0.6	-3	-3	-6	-1	5	-3	101
COc1nnc(-c2ccc(N3CCOCC3)c(NC(=O)c3ccco3)c2)c2ccccc12	-2	102	101	4.0	-6	-6	-7	-14	6	0	100
CC(=O)c1sc(NC(=O)c2cc(-c3ccccc3)nn2-c2ccccc2)nc1C	-1	96	104	-0.2	-1	-3	-3	0	-1	0	93
CCC1CCCCN1C(=O)c1cccc(S(=O)(=O)Nc2cc(C(F)(F)F)ccc2Cl)c1 (stereo not drawn)	-1	99	98	0.1	1	-5	-5	0	-1	-2	101
COc1nccnc1NS(=O)(=O)c1ccc(NC(=S)NC(=O)c2ccc(F)c(F)c2)cc1	0	106	101	-1.2	-13	-2	-9	-6	-6	-1	106
Cc1ccc(Nc2nc3c([nH]2)c(=O)n(C)c(=O)n3C)cc1	-1	94	97	0.2	0	0	0	-3	0	-2	91
O=C(CCCN=C1NS(=O)(=O)c2ccccc21)OCc1cc([N+](=O)[O-])cc2c1OCOC2	0	98	100	-0.3	0	-1	-1	-2	1	-1	?
Cc1onc(-c2ccccc2Cl)c1C(=O)NCc1ccccn1	-2	101	102	0.7	-8	-9	-11	-13	3	-1	99
OC1(c2cccc(F)c2)CCN(Cc2ccncc2)CC1	-1	104	101	0.4	0	0	0	0	2	-1	101
CC(=O)Oc1ccc(C(=O)Nc2ccccc2C(=O)N2CCCCC2)cc1	-4	97	101	0.2	-1	-6	-4	-6	1	-4	95
CC(C)NS(=O)(=O)c1ccc(OCC(=O)N2CCN(c3ccccc3)CC2)cc1	1	94	91	0.6	-3	1	0	-10	3	0	83
COc1ccc2c(CC(=O)OCC(=O)Nc3ccccc3[N+](=O)[O-])coc2c1	-4	95	98	1.4	-10	-4	-9	-12	33	-4	101
COc1ccc(NC(=O)C2(N(CC(C)C)C(=O)Cn3nnnc3N)CCCCC2)cc1	0	100	97	0.2	-2	-1	-3	-5	1	0	99
N#CCCn1cc(C(=O)NCc2ccccc2)c(-c2cccs2)n1	-5	101	102	1.3	1	-3	2	4	12	-4	99
Cc1ccc(-c2nn(-c3ccccc3)cc2CO)o1	-2	93	91	1.8	0	-3	-2	5	2	-2	95
CCOc1ccc(NC(=O)CCS(=O)(=O)c2ccc3c(c2)CCCN3C(=O)CC)cc1	0	101	102	1.7	-8	-4	-4	-9	7	0	103
CC1(C)OC(=O)C(=NNc2ccc(Br)cc2)C(=O)O1	-11	102	102	0.2	-1	-10	-22	-2	4	-8	100
O=C(O)CNc1nc(-c2ccccc2)nc2ccccc12	0	100	101	-0.1	-8	-9	-7	-15	0	0	99
CC(=O)c1c(C)[nH]c(C(=O)OC(C)C(=O)Nc2cc(S(=O)(=O)N3CCCCC3)ccc2Cl)c1C (stereo not drawn)	2	97	86	2.5	3	0	3	2	3	3	95
O=C(CSc1nnnn1-c1ccccc1)Nc1ncc(Cc2ccccc2Cl)s1	-3	100	94	0.0	-2	-3	-4	-3	-1	-5	100
COc1ccccc1N1CCN(C(=O)CSc2nc(C)cc(=O)[nH]2)CC1	-5	115	112	0.0	-2	-3	-7	-4	0	-5	108
CCOC(=O)Cc1nnc(NC(=O)CSc2nnc3c4ccccc4n(C)c3n2)s1	2	97	95	0.3	-1	3	4	3	0	4	103
Cc1ccc2nc(-c3ccc(NC(=O)C(C)N4C(=O)c5ccccc5C4=O)cc3)sc2c1 (stereo not drawn)	-2	102	102	.	0	0	-1	6	6	0	101
COC(=O)c1ccc(/C=N/OCC(=O)NCCc2ccc(OC)c(OC)c2)cc1	0	100	101	0.7	0	0	1	-4	3	0	97
O=C(c1cc(COc2c(F)cccc2F)on1)N1CCC(c2ccncc2)CC1	2	92	99	3.1	0	-1	-6	-3	8	-3	93
O=C1C(C=NC2CC2)=C(O)c2ccccc21	0	100	98	0.8	-1	-1	-2	-2	6	-3	96
O=C(NN1C(=O)c2ccccc2NC1c1ccccc1OCc1ccccc1)c1ccncc1 (stereo not drawn)	-1	99	101	0.8	2	2	0	0	2	-1	101
O=C(Nc1ccccc1)c1cnc[nH]1	-2	99	103	0.0	-5	-1	-1	-2	0	-2	104
More structures.
SMILES	Mcl-1 Bim block	RGS4-Gao reg	RGS8-Gao	ABCB1 block	Bim-Bcl-2	Bcl-XL Bim block	Bcl-B Bim block	Bim-Bfl-1	ABCG2 inh	Bcl-W Bim block	RGS7-Gao
CN(C)N=C1c2cc(S(=O)(=O)N3CCOCC3)ccc2-c2ccc(S(=O)(=O)N3CCOCC3)cc21	-4	96	101	1.3	-11	-8	-12	-13	0	-5	96
Cc1nc(=O)c(-c2ccccc2)c(C)n1Cc1ccccc1	-2	95	96	0.0	0	-4	-5	-4	0	-4	92
COc1cccc(C(=O)C2CCCN(Cc3cn(C)nc3-c3ccccc3)C2)c1 (stereo not drawn)	-1	99	98	5.1	1	-1	0	-1	7	1	108
COc1ccc(C(=O)Nc2ccc3c(c2)nc(CN2CCCC2)n3C)cc1	0	101	101	0.6	0	-2	-1	-3	3	-2	104
CCCc1nn(-c2ccccc2)c2c1C(c1cccs1)C(C#N)=C(N)O2 (stereo not drawn)	-2	90	98	0.5	-2	-1	-1	0	3	-2	94
O=C(c1cccs1)[C@@H]1[C@@H]2C(=O)N(Cc3ccc4c(c3)OCO4)C(=O)[C@@H]2C2c3ccccc3C=CN21 (stereo partly drawn)	-3	102	102	1.0	-10	-8	-8	-15	6	0	102
O=C(c1cccc2ccccc12)C1CCCN(C(=O)CCc2cnccn2)C1 (stereo not drawn)	-3	100	104	0.6	-2	-4	-8	-7	1	-3	101

Molecules from the list above containing bromine (two):
SMILES	Mcl-1 Bim block	RGS4-Gao reg	RGS8-Gao	ABCB1 block	Bim-Bcl-2	Bcl-XL Bim block	Bcl-B Bim block	Bim-Bfl-1	ABCG2 inh	Bcl-W Bim block	RGS7-Gao
Cc1cc2c(N=NC(=O)CCc3ccccc3)c(O)[nH]c2cc1Br	-3	96	99	-0.9	0	-5	-6	0	-1	-5	97
CC1(C)OC(=O)C(=NNc2ccc(Br)cc2)C(=O)O1	-11	102	102	0.2	-1	-10	-22	-2	4	-8	100
